TEAD-YAP inh: TEAD-YAP interaction inhibition | AID 1259422 | HEK-TIYL cells, TEAD-Gal4/YAP UAS-luciferase luminescence | hit rate 1.4% among 640,000 | inhibition, % at 9.12 µM; in the data active means inhibition above about 32%;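 further: 0% = median of test compound wells and 100% = reference inhibitor wells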
GPR151 ag: activators of human GPR151; activation, % at 11.2 µM; Q8TDV0; PathHunter beta-arrestin GPR151 cells, luminescence; hit rate 1% among 650,000; in the data active means activation above about 4.9%;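 further: 0% = median of compound wells and 100% = cells with positive control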
Target sequence (Q8TDV0 whole entry, looked up): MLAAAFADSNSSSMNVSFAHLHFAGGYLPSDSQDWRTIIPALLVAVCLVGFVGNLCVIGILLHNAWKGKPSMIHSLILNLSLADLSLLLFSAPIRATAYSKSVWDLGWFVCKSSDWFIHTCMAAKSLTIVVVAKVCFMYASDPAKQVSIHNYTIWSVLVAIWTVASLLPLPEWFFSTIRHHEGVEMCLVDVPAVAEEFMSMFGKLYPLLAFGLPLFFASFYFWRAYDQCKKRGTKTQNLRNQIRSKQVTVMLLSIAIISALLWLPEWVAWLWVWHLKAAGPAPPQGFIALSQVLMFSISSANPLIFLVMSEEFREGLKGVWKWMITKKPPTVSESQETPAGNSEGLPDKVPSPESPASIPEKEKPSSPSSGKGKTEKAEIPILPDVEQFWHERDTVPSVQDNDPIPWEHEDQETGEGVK
MITF inh: inhibitors of human MITF; O75030; AlphaScreen MITF homodimerization, bead proximity signal; inhibition, % at 2.6 µM; hit rate 0.91% among 650,000; AID 1259374; in the data active means inhibition above about 50%;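 further: 0% = vehicle wells with protein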
FBW7 act: human FBW7 E3 ligase activation, primary screen; hit rate 0.13% among 650,000; Q969H0; AlphaScreen FBW7–phospho-cyclin E peptide binding, activator screen; normalized activity (activation), % at 26.1 µM; in the data active means normalized activity above about 1.9%;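 further: purified mutant Fbw7 with reduced substrate affinity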
* = called active by the depositor; x = not tested or not shown.

SMILES	TEAD-YAP inh	GPR151 ag	MITF inh	FBW7 act
CN(CCC#N)C(=O)c1cc2n(n1)C(C(F)(F)F)CC(c1ccc(Cl)cc1)N2 (configuration not stated)	-4	0.8	-10	0.0
Cc1ccc(C2CC(c3cccs3)=NN2C(=O)CSc2nnc(CNC(=O)c3cccs3)n2-c2cccc(C)c2C)cc1 (configuration not stated)	0	0.8	0	-0.1
N#Cc1c2c(c(NCCN3CCCCC3)n3c1nc1ccccc13)CCC2	-3	-0.2	16	0.6
CC(=O)NS(=O)(=O)c1ccc(Nc2ncc([N+](=O)[O-])cc2[N+](=O)[O-])cc1	8	2.3	4	0.1
Cc1c(C(=O)OCC(=O)NC(=O)NC2CCCC2)oc2c1ccc1ccccc12	4	2.1	-18	-0.1
O=S(=O)(c1ccc(-c2csc(=Nc3ccc(F)cc3)n2Cc2ccc3c(c2)OCO3)cc1)N1CCOCC1	2	0.4	8	0.5
O=[N+]([O-])c1ccc2c(c1)OCCOCCOc1ccccc1OCCOCCO2	13	0.9	-6	-0.1
Cc1nc(-c2ccccc2F)cc(N2CCC(O)CC2)n1	5	-0.1	2	0.1
Cc1ccc(C(=O)/C=C/Nc2ccc(C(=O)O)cc2)cc1	6	1.5	4	0.2
CC(C)(C)c1ccccc1NC(=S)NCCCN1CCOCC1	-8	0.1	7	0.1
Cc1ccc(NC(=O)N2CCCC2C(=O)Nc2ccccc2)cc1 (configuration not stated)	0	0.3	-5	0.1
CCCOc1ccc2oc(=O)c3c(c2c1)CCCN3C(=O)CN1CCOCC1	15	0.9	-3	-0.2
COc1ccc(N2CCN(C(=O)c3ccccc3I)CC2)cc1	1	2.2	7	-0.1
CCCC(=O)Nc1nnc(SCC(=O)Nc2ccccc2OC)s1	-6	-0.7	-2	0.1
Cc1nc2cc(NC(=O)c3cc(-c4ccccc4)nc4ccccc34)ccc2n1-c1ccccc1	11	4.1	-7	-0.1
CC[C@@H]1NC(=O)[C@@H]2C[C@H](NC(=O)c3cccc(OC)c3)CN2C1=O	-15	1.0	-2	-0.2
COc1ccc(N2C(=O)C(F)(F)C2c2ccc(Br)cc2)cc1 (configuration not stated)	-1	-0.5	8	0.2
O=C(CN1C(=O)C2C3CCC(C3)C2C1=O)N1CCN(Cc2ccccc2)CC1 (configuration not stated)	-9	-0.9	-8	-0.3
COc1ccc(CNC2CCCN(c3nc(C)c4ccc(C)cc4n3)CC2)c(OC)c1 (configuration not stated)	1	-1.4	14	-0.1
Cn1c(=O)[nH]c(=O)c2c1nc(CN1CCOCC1)n2CC(N)=O	-7	-0.4	-3	0.1
O=C(Cc1cscn1)NCc1nc(NCCCc2ccccc2)c2ccccc2n1	22	-0.5	6	0.2
COCCn1c(=S)[nH]c2cc(C(=O)NCCc3ccc(OC)c(OC)c3)ccc2c1=O	11	-1.7	11	0.0
Cc1cc(C)c(S(=O)(=O)N2CCCC(C(F)(F)F)C2)c(C)c1 (configuration not stated)	-4	-0.3	6	0.0
CCOC(=O)c1c(C)c(C(=O)Nc2ccc(Br)cc2)c(C)n1C	0	0.0	0	-0.1
Cc1cccc(-c2nc(Nc3ccc(Br)c(C)c3)c3ccccc3n2)c1	-8	2.3	-1	0.2
CCOC(=O)c1ccc(NC2=CC(=O)N(C)C2=O)cc1	-4	-0.1	7	0.6
Cc1cnc(Nc2ccncn2)nc1NCc1nc2ccccc2[nH]1	-14	0.1	4	-0.2
CCOc1ccccc1NC(=O)c1c(NCc2cccnc2)sc2c1CCC(C)C2 (configuration not stated)	-4	1.8	-20	0.0
CC(=O)N1CCN(Cc2cnc(Cl)s2)CC1	-5	0.6	8	0.1
Cc1ccc(CC2(CCC(=O)N3CCCC(C(=O)c4ccccc4)C3)CCC(=O)N2)cc1 (configuration not stated)	9	-0.5	4	0.3
Cc1cccc2sc(N(Cc3ccco3)C(=O)COc3ccccc3)nc12	8	0.3	1	-0.2
COc1ccnc(N2CCC(N(CCN(C)C)Cc3ccccc3)CC2)n1	11	-1.2	7	0.3
Cn1cc(/C=C/c2nc3ccccc3c(=O)n2-c2ccc([N+](=O)[O-])cc2)c2ccccc21	3	2.3	4	0.1
COc1ccc(CCNC(=O)CN(Cc2ccccc2)S(=O)(=O)c2ccc(Br)cc2)cc1OC	14	1.6	-2	0.0
Cc1ccc(-c2[nH]ncc2CN2CCCC2c2nccs2)cc1C (configuration not stated)	-3	2.1	10	-0.1
Cn1c(=O)c2c(SCc3cccnc3)nc(C3CCCC3)nc2n(C)c1=O	4	0.1	3	0.3
O=C(C1=C(O)C(=O)N(CCCn2ccnc2)C1c1ccc(F)cc1)c1ccco1 (configuration not stated)	-4	0.8	5	-0.3
O=C(CNC(=O)c1ccc(Br)cc1)Nc1ccccc1	-2	2.4	6	0.0
O=C1CC(c2ccc(Br)cc2)c2c(ccc3ccccc23)O1 (configuration not stated)	2	-0.9	-17	0.0
CCCCCCCC(=O)Oc1ccc(C(=O)Nc2nnc(CC)s2)cc1	-2	4.1	5	0.1
COc1ccc(Nc2nc(N)nc(C3CCCC3=O)n2)cc1 (configuration not stated)	-3	-0.7	10	0.0
Cc1ccc(S(=O)(=O)NC(N)=NCCc2c[nH]c3ccccc23)cc1C	-8	0.6	10	0.4
Cc1ccc(F)c(CN2CCN3C(=O)[C@H](Cc4c[nH]c5ccccc45)NC(=O)[C@H]3C2)c1	-2	0.0	0	-0.3
COc1ccc(-c2noc(CNC(=O)NC3CCCCC3)n2)cc1OC	8	-0.3	6	-0.2
CCNC(=O)c1nn(CC2CC2)c2c1CN(Cc1nc3ccccc3n1C)CC2	5	-0.8	-7	0.0
N#Cc1c(N)nc(-c2ccccc2)nc1C(F)(F)F	11	-0.4	-2	0.1
Cc1cccn2c(=O)c(C=Nc3ccc(Cl)cc3)c(NCc3ccco3)nc12	10	-0.8	21	0.0
CCN(Cc1ccccc1)S(=O)(=O)c1ccc(F)c(C(=O)Nc2cccc(Cl)c2)c1	-2	-0.6	-2	-0.1

A stretch taken from the entries so far, as a working copy:
SMILES	TEAD-YAP inh	GPR151 ag	MITF inh	FBW7 act
Cc1ccc(S(=O)(=O)NC(N)=NCCc2c[nH]c3ccccc23)cc1C	-8	0.6	10	0.4
Cc1ccc(F)c(CN2CCN3C(=O)[C@H](Cc4c[nH]c5ccccc45)NC(=O)[C@H]3C2)c1	-2	0.0	0	-0.3
COc1ccc(-c2noc(CNC(=O)NC3CCCCC3)n2)cc1OC	8	-0.3	6	-0.2
CCNC(=O)c1nn(CC2CC2)c2c1CN(Cc1nc3ccccc3n1C)CC2	5	-0.8	-7	0.0

The listing continues.
SMILES	TEAD-YAP inh	GPR151 ag	MITF inh	FBW7 act
CCOC(=O)c1c(NC(=O)CNC2CCCC2)sc2c1CC(C)(C)NC2(C)C	10	1.1	47	-0.1
COCCN1CC(C(=O)N2Cc3cc(C)ccc3OC(c3ccsc3)C2)CC1=O (configuration not stated)	-6	1.0	16	0.2
Nc1c(C(=O)N(c2ccccc2)c2ccccc2)cc([N+](=O)[O-])cc1[N+](=O)[O-]	-10	1.1	-7	-0.2
CC(=O)n1cc(/C=N/NC(N)=S)c2ccccc21	-2	0.7	-5	-0.2
O=C(NCc1ccccc1)/C(=C\c1ccccc1[N+](=O)[O-])NC(=O)c1ccccc1	5	1.8	1	0.0
CCN1C(=O)CC(CC(=O)N(C)Cc2cccc3ccccc23)(c2ccccc2C)C1=O (configuration not stated)	-31	-1.8	12	0.2
C/C(=N/Nc1nc(Cl)c(C#N)c(Cl)c1Cl)c1ccccn1	2	-0.6	-6	0.1
CN1C(=O)CC(C(=O)Nc2ccccc2)SC1=Nc1ccccc1 (configuration not stated)	0	-0.8	9	0.4
CCOc1ccc(/C=C2/NC(=S)NC2=O)c(OCC)c1	-2	-0.7	21	0.1
COc1ccc(Br)cc1C(=O)Nc1ccc2nn(-c3ccc(Cl)cc3)nc2c1	-5	-1.2	-1	0.0
FC(F)(F)c1ccc(Cn2cnc3c(NCc4nc5ccccc5[nH]4)nc(Nc4ccccc4)nc32)cc1	41*	2.9	5	0.1
COC(=O)c1cc(OC)c(OC)cc1NC(=O)COc1ccc(Br)c(C)c1	-3	3.0	3	-0.1

Compound profiles, as listed above. Screens in order: TEAD-YAP inh	GPR151 ag	MITF inh	FBW7 act
C/C(=N/Nc1nc(Cl)c(C#N)c(Cl)c1Cl)c1ccccn1 reads 2	-0.6	-6	0.1
Cn1cc(/C=C/c2nc3ccccc3c(=O)n2-c2ccc([N+](=O)[O-])cc2)c2ccccc21 reads 3	2.3	4	0.1
COc1ccc(Br)cc1C(=O)Nc1ccc2nn(-c3ccc(Cl)cc3)nc2c1 reads -5	-1.2	-1	0.0
COc1ccc(N2CCN(C(=O)c3ccccc3I)CC2)cc1 reads 1	2.2	7	-0.1
CCOC(=O)c1c(C)c(C(=O)Nc2ccc(Br)cc2)c(C)n1C reads 0	0.0	0	-0.1

Continuation:
SMILES	TEAD-YAP inh	GPR151 ag	MITF inh	FBW7 act
COc1ccc(C(=O)C(C)=O)c(OC)c1	7	-0.1	18	0.0
CCCC(=O)c1cc2c(cc1NC(=O)c1ccccc1Cl)OCCO2	-13	0.5	-1	0.0
CCCCCCc1cc2c3c(c(=O)oc2cc1OC(C)C(=O)O)CCCC3 (configuration not stated)	-5	-0.5	-5	-0.2
CCOc1ccc(-c2nc3cc(NC(=S)NC(=O)c4oc5ccccc5c4C)ccc3o2)cc1	-4	0.2	13	0.3
COc1ccc(CC2(CCC(=O)NCc3ccc(Cl)s3)CCC(=O)N2)cc1OC (configuration not stated)	-7	-0.5	-14	-0.1
CCOc1cc2c(cc1OCC)C(c1c(OC)ccc3ccccc13)NCC2 (configuration not stated)	5	0.4	-8	-0.1
CCN1C(=O)N/C(=C/c2cc(C)n(-c3ccncc3)c2C)C1=O	-6	-1.0	-13	-0.1
CO[C@@H]1COC(=O)[C@H](C)NC(=O)[C@@H](C)COC(=O)CCCC1C (some centres not stated)	x	-1.2	-3	0.0
CC(=O)c1ccc(OC(=O)c2cccc(S(=O)(=O)N3CCCCC3)c2)cc1	-1	2.1	-7	0.0
CC1CCN(S(=O)(=O)c2ccc3ncn(CC(=O)N4CCCCCC4)c(=O)c3c2)CC1	-3	-0.5	-7	-0.1
CC(=O)Nc1ccc(/C(C)=N/NC(=O)CSc2nc(C)cc(C)n2)cc1	-6	-1.3	-8	-0.2
COC(=O)c1ccccc1NC(=O)Cn1nc([N+](=O)[O-])c(Cl)c1C	-3	-1.5	4	0.0
Cc1ccc(C(=O)O/N=C(\N)c2ccccn2)c(C)c1	90*	-10	-4	0.1
COc1ccc(-c2cc3cc(OC)c(OC)cc3c(Cc3ccccc3)n2)cc1C	-5	-0.1	-7	0.1
CC(=O)Nc1cc(C)nn1-c1nc(C)cc(C)n1	7	-0.1	20	0.3
CC(C)CNc1nc(SCC(N)=O)nc(N2CCOCC2)n1	2	0.0	11	0.1
CC(C)(C)OC(=O)Nc1ccccc1C(=O)O	2	-0.5	5	0.3
CCc1cccc(CC)c1NC(=O)CSc1nnc(C)c(=O)[nH]1	1	0.1	0	-0.1
